# SIRT5 inh: inhibitors of human sirtuin-5 desuccinylase; Purified SirT5, succinyl-peptide AMC, trypsin-coupled fluorescence; Q9NXA8; hit rate 1.1% among 330,000; AID 652115; inhibition, % at 15 µM; in the data active = inhibition above about 15%; inconclusive = no clear call, values can overlap the other calls
# Target sequence (Q9NXA8 whole entry, looked up): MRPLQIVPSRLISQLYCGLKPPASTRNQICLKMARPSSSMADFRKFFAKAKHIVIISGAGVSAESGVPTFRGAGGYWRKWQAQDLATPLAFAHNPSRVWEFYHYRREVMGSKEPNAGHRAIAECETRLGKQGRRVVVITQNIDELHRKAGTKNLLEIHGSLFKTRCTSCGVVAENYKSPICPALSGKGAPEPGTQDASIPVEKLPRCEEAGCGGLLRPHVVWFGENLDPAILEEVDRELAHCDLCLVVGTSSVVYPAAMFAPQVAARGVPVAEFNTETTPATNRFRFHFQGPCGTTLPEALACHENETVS
# C2C12 statin: suppressors of simvastatin-induced myotoxicity in C2C12 myotubes; hit rate 0.78% among 330,000; rescue of ATP level, % at 7.49 µM; AID 602340; ATP luminescence, 48 h; scaled: DMSO 0, geranylgeraniol control 100;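 active = mean ATP rescue above about 67%, or every replicate alone reaching that limit, limit read from the data, passing the limit was not always enough; inconclusive = no clear call, values can overlap the other calls; inactive = mean under the limit and some replicate under it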;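 also: myotubes were challenged with 10 µM simvastatin during compound exposure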
# FN deposit inh: fibronectin deposition inhibition; AH1F fibroblasts, Alexa488-fibronectin deposition fluorescence, overnight; inhibition, % at 12.6 µM; hit rate 0.086% among 350,000; AID 743247;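 active = mean inhibition across replicates of 30% or more, regardless of how many single replicates reach that level; inconclusive = mean under 30% yet at least half of replicates reach 30%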;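 also: positive control wells lacked labelled fibronectin entirely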
#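 Assay system: AH1F fibroblast monolayer, labelled fibronectin deposition. Amount: 10000 cells per well. Also added: labelled fibronectin 24 nM. Compound: single-point pinned compound. Incubation: cell attachment 1 h, compound and FN exposure overnight. Detection: fluorescence after three HBSS washes, excitation 485 nm, emission 525 nm. Read-out: inhibition of fibronectin deposition signal.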
# Casp6 inh: blocks human caspase-6 cleavage activity; P55212; purified caspase-6, Z-VEID-R110 cleavage fluorescence; inhibition, % at 12.5 µM; hit rate 0.53% among 350,000; AID 686996;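 active = mean inhibition across replicates at least about 35%, with every replicate also reaching that limit, limit read from the data; inconclusive = only one of the two criteria met; inactive = neither criterion met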;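 also: 0% = median of neutral control wells and 100% = no fluorescence left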
# Target sequence (P55212 24-179 limits assumed): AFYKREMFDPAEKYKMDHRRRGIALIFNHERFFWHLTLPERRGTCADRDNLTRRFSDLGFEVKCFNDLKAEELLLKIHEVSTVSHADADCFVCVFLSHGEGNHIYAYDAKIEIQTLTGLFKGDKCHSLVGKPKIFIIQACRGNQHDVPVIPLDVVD
# Target sequence (P55212 194-293 limits assumed): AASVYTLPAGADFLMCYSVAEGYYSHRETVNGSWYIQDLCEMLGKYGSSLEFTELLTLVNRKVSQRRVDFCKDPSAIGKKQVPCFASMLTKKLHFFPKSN
# LGR2 antag: blocks bursicon-induced cAMP signaling via Drosophila LGR2; inhibition, % at 9.99 µM; AID 720647; hit rate 0.35% among 380,000; HEK293 LGR2, CRE-luciferase, bursicon-stimulated, 4 h;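 active = drop in luminescence signal, shown as inhibition above about 50% in the replicate tests, limit read from the data, passing the limit was not always enough; inconclusive = probably only some replicates passing the limit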;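 also: agonist challenge used bursicon conditioned medium at about half maximal strength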
# S100A4 MyoIIA: blocks human S100A4 binding to myosin IIA peptide | AID 652163 | S100A4/TAMRA-MyoIIA peptide fluorescence polarization | inhibition, % at 10.7 µM | P26447 | hit rate 0.14% among 360,000;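 active = mean inhibition of at least 70% across replicates, with every replicate also reaching that level; inconclusive = mean inhibition reaches 70% but some replicates fall short; inactive = mean inhibition below 70%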
# Target sequence (P26447 whole entry, looked up): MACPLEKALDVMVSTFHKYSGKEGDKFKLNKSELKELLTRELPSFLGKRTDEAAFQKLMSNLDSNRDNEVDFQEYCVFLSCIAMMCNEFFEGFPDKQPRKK
#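 Assay system: human S100A4 monomer with TAMRA-labelled myosin IIA peptide / Buffer or medium: Calcium-containing HEPES buffer, pH 7.2 / Reagent: TAMRA-labelled myosin IIA heavy-chain peptide probe, 5 nM / Compound: one dose per compound / Timing: polarization read 5 min after assay mix addition, stable 5–60 min / Benchmarks: neutral control DMSO, positive control TFP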
# esBAF inh: SWI/SNF esBAF complex inhibition. mouse ES cells, Bmi1-luciferase knock-in reporter, 24 h; 100% = twice the neutral-well signal. reporter increase, % at 12.5 µM. hit rate 2% among 350,000. AID 602393; in the data active = activation above about 40%; inconclusive = no clear call, values can overlap the other calls;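 also: 0% = median of the plate's neutral control wells and 100% = double that signal; a rise in the Bmi1 reporter signal indicates esBAF inhibition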
# * = called active by the depositor; ? = inconclusive; . = not tested or not shown; & = joins results of further samples.
no.	smiles	SIRT5 inh	C2C12 statin	FN deposit inh	Casp6 inh	LGR2 antag	S100A4 MyoIIA	esBAF inh
1	O=C(C[C@H]1CC[C@@H](NC(=O)c2ccncc2)[C@@H](CO)O1)NCC1CC1	-4	-5	-1&-5	1&1	-3&-5	-27&2	-3
2	COc1cccc(S(=O)(=O)N2CCCCN3[C@@H](CO)[C@@H](c4ccc(-c5cncnc5)cc4)[C@@H]3C2)c1	5	.	.	0	-2	-16	.
3	O=C(Nc1cc(-c2nc3ncccc3o2)ccc1Cl)c1ccc([N+](=O)[O-])o1	-5	64	8	5	-4	5	18
4	CN(C)C(=O)[C@@H]1[C@@H](CO)[C@@H]2Cn3c(ccc(-c4cccc(F)c4)c3=O)[C@@H]2N1C(=O)c1cnccn1	4	-10	.	-2	2	4	1
5	COc1ccccc1-c1cn(CC[C@@H]2CC[C@@H](NC(=O)Cc3ccccn3)[C@H](CO)O2)nn1	2	-5	7	0	4	-3	-3
6	CC(=O)c1c(C)[nH]c(C(=O)N2CCN(c3cc(Cl)ccc3C)CC2)c1C	.	-42	7	.	.	.	-1
7	CN(Cc1ccccc1)C(=O)c1cccc(NC(=O)Cc2ccc(NC(=O)C3CCCN(S(=O)(=O)c4cccc([N+](=O)[O-])c4)C3)cc2)c1 (stereo not given)	-1	.	-1	0	-5	-2	.
8	CC(Nc1cccc(C(=O)NC2CC2)c1)c1nnc(-c2ccccc2)o1 (stereo not given)	-3	1	0	2	-31	-6	6
9	COc1ccc(NC(=O)C[C@H]2C(=O)N(c3ccc(OC)cc3)C[C@@H]2C)cc1	-1	-9	22	0	12	4	4
10	O=C(NCCc1ccccc1F)C1CC(=O)N(c2ccc3c(c2)OCCO3)C1 (stereo not given)	.	-4	4	-1	0	-5	1
11	Cc1ccc(NC(=O)CCN2CCC(C(N)=O)CC2)cc1	-3	5	-5	-1	-9	4	1
12	CCCC#Cc1cnc2c(c1)C(=O)N([C@H](C)CO)C[C@@H](C)[C@H](CN(C)C(=O)Cc1ccccc1)O2	-1	25	.	-2	-3	-18	6
13	Cc1ccc(C)c(N2CCN(C(=O)c3ccc4nsnc4c3)CC2)c1	-2	-28	10	2	3	-2	-3
14	O=C(Nn1cnnc1)C(Sc1ccccc1)c1ccccc1 (stereo not given)	.	-5	0	.	5	.	-8
15	O=C(C[C@@H]1C=C[C@H](NC(=O)Cc2ccccn2)[C@H](CO)O1)NCCc1ccncc1	2	15	-9	-1	10	4	-5
16	N#Cc1nc(-c2ccc(F)cc2)oc1NCc1ccccc1	.	15	14	-3	-22	2	18
17	Cn1c(COc2ccc(Cl)cc2)nnc1SCC(=O)NC1CC1	-4	1	1	-1	4	-2	-4
18	CC1CCC(NC(=O)CNC(=O)Cc2cccc3ccccc23)CC1 (stereo not given)	-3	24	-10	2	9	0	5
19	O=C(CC1CC1)Nc1ccc2c(c1)[C@H]1C[C@H](CC(=O)NC3CCCC3)O[C@H](CO)[C@H]1O2	-1	5	-35	0	-10	14	0
20	CCOc1ccc(Nc2nc(-c3sc(N)nc3C)cs2)cc1	1	-9	-11	-1	-15	-1	18
21	C[C@@H]1CN([C@@H](C)CO)C(=O)Cc2cc(NC(=O)Nc3ccc(C(F)(F)F)cc3)ccc2O[C@H]1CN(C)S(=O)(=O)c1cn(C)cn1	7	-1	-2	-3	-3	-14	-5
22	CC(=O)Nc1cccc(NC(=O)CSc2nnc(NC(=O)c3ccco3)s2)c1	-1	5	-4	3	6	-10	-12
23	Cc1nc2cc(-c3ccc(Cl)cc3)nn2c(NCCN(C)C)c1C	-3	.	12	-1	-58	-2	.
24	CSCCC(c1nc2ccccc2[nH]1)n1c(-c2ccc3ncccc3c2)nc2ccccc21 (stereo not given)	-1	.	3	0	-40	4	.
25	COC(=O)/C(=C\Nc1ccc(Oc2ccc(F)cc2F)nc1)NC(=O)c1ccccc1	-3	.	1	7	-1	2	.

# (further entries)
no.	smiles	SIRT5 inh	C2C12 statin	FN deposit inh	Casp6 inh	LGR2 antag	S100A4 MyoIIA	esBAF inh
26	C[C@H](CO)N1C[C@H](C)[C@H](CN(C)CC2CC2)Oc2c(NS(=O)(=O)c3ccc(F)cc3)cccc2C1=O	-3	-12	-3	3	0	15	-4
27	c1ccc(-c2oc3ncnc(NCCCN4CCOCC4)c3c2-c2ccccc2)cc1	.	-16	6	.	.	.	-14
28	CCCCOc1cc(=O)[nH]c(=O)[nH]1	.	-3	2	.	.	.	0
29	CCN1CCN(c2cc(C)c3cc(NC(=O)c4ccc(C)c(C)c4)ccc3n2)CC1	-3	-5	8	-19	-54	3	-5
30	COc1ccc(CCNC(=O)Cn2ccc3c(OC)cccc3c2=O)cc1OC	21*	.	1	-3	1	-1	.
31	CCCc1[nH]nc2c1C(c1cc(OC)cc(OC)c1)C(C#N)=C(N)O2 (stereo not given)	.	0	-2	.	.	.	-5
32	Fc1ccc(CNc2ccc(N3CCN(Cc4ccccc4)CC3)cc2)cc1	-1	-5	4	-3	12	4	-2
33	C[C@@H]1CN([C@H](C)CO)C(=O)c2cc(NC(=O)Nc3ccc4c(c3)OCO4)ccc2O[C@@H](C)CCCCO[C@@H]1CN(C)Cc1ccc(C(F)(F)F)cc1	13	.	.	3	35	-2	2
34	Cc1ccc(C)c(N2CCN(C(=O)CCNS(=O)(=O)c3ccc4c(c3)oc(=O)n4C)CC2)c1	14	-11	-4	8	-4	-4	9
35	C[C@H](CO)N1C[C@H](C)[C@H](CN(C)S(=O)(=O)c2ccc(Cl)cc2)Oc2c(NC(=O)Nc3cccc4ccccc34)cccc2C1=O	-3	11	.	-2	0	-14	0
36	COc1cc(NC(=O)c2cccc(F)c2)cc(OC)c1OC	0	.	-10	2	8	-4	.
37	COc1ccccc1CNC(=O)CCNS(=O)(=O)/C=C/c1ccc(C)cc1	0	5	3	12	10	-3	-1
38	CN(C)CCCNC(=O)C[C@@H]1CC[C@H]2[C@@H](COC[C@H](O)CN2Cc2cccc(Cl)c2)O1	2	-13	2	1	7	?	5
39	CC(C)C[C@H](NC(=O)c1nc[nH]c1C(=O)N1CCNCC1)C(=O)OC(C)(C)C	.	-4	-8	4	6	1	-14
40	Clc1cccc(N2CCN(c3nnnn3-c3ccccc3)CC2)c1	-6	1	11	-2	5	1	-3
41	COc1ccc(CNC(=O)COc2ccc(S(=O)(=O)N3CCOCC3)cc2)cc1	-2	11	9	0	-5	-3	0
42	C/C(=C\c1ccccc1)CN1CCC(C(=O)N2CCCC(C)C2)CC1 (stereo not given)	-4	-1	3	-6	10	-2	-1
43	CC(=O)c1cccc(NC(=O)C2CCN(S(C)(=O)=O)CC2)c1	-2	-9	.	0	-12	-2	3
44	COc1ccc2c(c1)cc1c(=O)n(CC(=O)NCCCN3CCOCC3)nc(C)n12	2	1	0	-8	13	-6	0
45	O=C(N/N=C1\CCCc2c1[nH]c1ccc(Cl)cc21)c1ccncc1	0	-173	-5	-2	-7	8	-13
46	COC(=O)C[C@@H]1CC[C@@H](NC(=O)c2ccccc2F)[C@@H](CO)O1	.	.	-1	0	-8	-3	.
47	O=C(CSC1=NC(=O)C(Cc2ccccc2)C(=O)N1)NC1CCCCC1 (stereo not given)	.	23	-9	.	4	.	4
48	CCc1sc(NC(=O)CN2CCC(C(N)=O)CC2)nc1-c1ccccc1	-3	16	-8	-1	5	2	-10
49	O=[N+]([O-])c1ccn(-c2nc(-c3cccs3)cc(C(F)(F)F)n2)n1	-1	-1	-5	0	-11	-23	-2
50	O=C(COC(=O)C1CCN(S(=O)(=O)c2ccc(Cl)c(C(F)(F)F)c2)CC1)NCc1ccco1	-2	5	.	-1	-7	-4	-3

# 11 entries from above, set out differently.
40	Clc1cccc(N2CCN(c3nnnn3-c3ccccc3)CC2)c1
41	COc1ccc(CNC(=O)COc2ccc(S(=O)(=O)N3CCOCC3)cc2)cc1
42	C/C(=C\c1ccccc1)CN1CCC(C(=O)N2CCCC(C)C2)CC1 (stereo not given)
43	CC(=O)c1cccc(NC(=O)C2CCN(S(C)(=O)=O)CC2)c1
44	COc1ccc2c(c1)cc1c(=O)n(CC(=O)NCCCN3CCOCC3)nc(C)n12
45	O=C(N/N=C1\CCCc2c1[nH]c1ccc(Cl)cc21)c1ccncc1
46	COC(=O)C[C@@H]1CC[C@@H](NC(=O)c2ccccc2F)[C@@H](CO)O1
47	O=C(CSC1=NC(=O)C(Cc2ccccc2)C(=O)N1)NC1CCCCC1 (stereo not given)

entry no. | 40 | 41 | 42 | 43 | 44 | 45 | 46 | 47
SIRT5 inh | -6 | -2 | -4 | -2 | 2 | 0 | . | .
C2C12 statin | 1 | 11 | -1 | -9 | 1 | -173 | . | 23
FN deposit inh | 11 | 9 | 3 | . | 0 | -5 | -1 | -9
Casp6 inh | -2 | 0 | -6 | 0 | -8 | -2 | 0 | .
LGR2 antag | 5 | -5 | 10 | -12 | 13 | -7 | -8 | 4
S100A4 MyoIIA | 1 | -3 | -2 | -2 | -6 | 8 | -3 | .
esBAF inh | -3 | 0 | -1 | 3 | 0 | -13 | . | 4

48	CCc1sc(NC(=O)CN2CCC(C(N)=O)CC2)nc1-c1ccccc1
49	O=[N+]([O-])c1ccn(-c2nc(-c3cccs3)cc(C(F)(F)F)n2)n1
50	O=C(COC(=O)C1CCN(S(=O)(=O)c2ccc(Cl)c(C(F)(F)F)c2)CC1)NCc1ccco1

entry no. | 48 | 49 | 50
SIRT5 inh | -3 | -1 | -2
C2C12 statin | 16 | -1 | 5
FN deposit inh | -8 | -5 | .
Casp6 inh | -1 | 0 | -1
LGR2 antag | 5 | -11 | -7
S100A4 MyoIIA | 2 | -23 | -4
esBAF inh | -10 | -2 | -3

# (further entries)
no.	smiles	SIRT5 inh	C2C12 statin	FN deposit inh	Casp6 inh	LGR2 antag	S100A4 MyoIIA	esBAF inh
51	N#Cc1ccc2c(c1)nnn2-c1ccccc1	-3	.	-2	-1	-11	-7	.
52	COc1ccc(NC(=O)COC(=O)c2ccc(S(=O)(=O)N(C)c3ccccc3OC)cc2)cc1	1	2	-4	1	-5	-16	-4
53	CC(=O)Nc1ccc(S(=O)(=O)Nc2ccc(F)c([N+](=O)[O-])c2)cc1	-6	.	.	9	-6	-19	.
54	S=C1NC2=C(CCCC2=C2SCCS2)C(c2ccccc2)N1 (stereo not given)	0	.	0	1	12	-7	.
55	C[C@@H]1CN([C@H](C)CO)C(=O)Cc2cc(NC(=O)c3ccncc3)ccc2O[C@@H]1CN(C)S(=O)(=O)c1cccs1	-3	-19	-3	1	16	-8	2
56	CC(C)CCNC(=O)c1cc2c(s1)-c1ccccc1S(=O)(=O)C2	-3	3	-5	35	11	5	8
57	COc1ccc(C[C@@H]2CCc3cnnn3COC[C@@H](c3ccccc3)NC2=O)cc1	1	.	6	0	-14	-3	.
58	CCN(CC)N=Nc1[nH]nc2nc(C)cc(C)c12	.	-11	5	.	.	.	19
59	C[C@H]1CN([C@@H](C)CO)C(=O)c2cc(-c3ccccc3F)cnc2O[C@H]1CN(C)Cc1ccccc1	-3	-41	15	0	-1	-5	2
60	COc1cccc(OCc2cc(C(=O)N3CCC(c4ccncc4)CC3)no2)c1	0	1	-9	-8	1	-1	-8

# Screens (PubChem BioAssay)

# Only part of the results is shown; the hit share may differ from the screen's.
